Compound activity: PubChem, Broad Institute
ARNT-TACC3 inh – disruptors of ARNT/TACC3 protein interaction, primary screen, biochemical, AlphaScreen, single concentration | inhibition, % at 9.99 µM | AID 623870, 2012 | 390,000 compounds, 0.66% hits | AlphaScreen His-ARNT PAS-B/GST-TACC3 binding, luminescence; TACC3 fragment carries E629A point mutation | Transforming acidic coiled-coil-containing protein 3 (Homo sapiens), Q9Y6A5;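 active = mean inhibition of replicates at least 50% and at least half of replicates each reaching 50%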;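 note: 0% = complete ARNT plus TACC3 wells and 100% = ARNT alone without TACC3; many hits fall short of the cut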
miR122 inh – miR-122 Renilla sensor signal increase in Huh7, primary screen, miR-122 inhibitor project, cell-based, single point, plate reader | activation (reporter increase), % at 12.5 µM | 340,000 compounds, 0.3% hits | Huh7 miR-122 Renilla luciferase sensor, 48 h; neutral wells = 0, positive control = 100;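 active = mean replicate activation score at least 90 and every replicate individually at or above 90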;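 note: higher luciferase means less miR-122 activity so hits act as miR-122 inhibitors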
SIRT5 block – SIRT5 desuccinylase inhibitors, primary screen, biochemical, fluorescence imaging, single point, set 5. NAD-dependent protein deacylase sirtuin-5, mitochondrial (Homo sapiens), Q9NXA8. Purified SirT5, succinyl-peptide AMC, trypsin-coupled fluorescence. inhibition, % at 15 µM. 330,000 compounds, 1.1% hits; in the data active = inhibition above about 15%
Target sequence (Q9NXA8 whole entry, looked up): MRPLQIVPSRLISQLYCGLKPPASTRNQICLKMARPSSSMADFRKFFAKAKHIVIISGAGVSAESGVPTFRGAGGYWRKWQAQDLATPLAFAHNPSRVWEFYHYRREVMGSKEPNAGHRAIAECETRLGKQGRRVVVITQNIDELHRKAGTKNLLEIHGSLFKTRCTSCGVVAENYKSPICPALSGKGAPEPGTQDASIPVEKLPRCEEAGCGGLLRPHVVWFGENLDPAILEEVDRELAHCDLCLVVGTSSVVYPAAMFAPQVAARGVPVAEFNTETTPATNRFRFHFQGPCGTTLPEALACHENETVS
Cneo AK release – Cryptococcus neoformans cell lysis inducers, primary screen, AK release luminescence, single concentration; 360,000 compounds, 0.2% hits; lysis activity, % at 15 µM; C. neoformans lysis, adenylate kinase release luminescence, 4 h; normalised: neutral wells 0, clomiphene wells 100; AID 651654, 2012;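 active = mean lysis activity across replicates of at least 80%, whatever share of replicates individually reach that level; inactive = mean lysis activity below 80%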
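Assay system: C. neoformans cells. Amount: yeast cell density of 5 × 10^6 cells/mL. Technique: AK luminescence. Buffer or medium: YPD. Times: static 4 h at 37 °C with compound, 1 h detection. Dosing: single-point compound dose. Read-out: lysis from increased AK signal.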
C2C12 statin – suppressors of statin myotoxicity in C2C12 myotubes, primary screen, cell-based, single point, plate reader | rescue of ATP level, % at 7.49 µM | 330,000 compounds, 0.78% hits | C2C12 myotubes + simvastatin, ATP luminescence, 48 h; scaled: DMSO 0, geranylgeraniol control 100 | AID 602340, 2012;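 active = mean ATP rescue above about 67%, or every replicate alone reaching that limit, limit read from the data, passing the limit was not always enough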;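 note: myotubes were challenged with 10 µM simvastatin during compound exposure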
ERp5 inh – inhibitors of ERp5-driven insulin aggregation, primary screen, biochemical, turbidity, absorbance 650 nm, single point. 90 min. AID 651711, 2012. 350,000 compounds, 0.05% hits. Protein disulfide-isomerase A6 (Homo sapiens), Q15084. inhibition, % at 9.99 µM;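 active = mean replicate inhibition above about 25%, with every replicate also reaching it, limit read from the data, passing the limit was not always enough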
Target sequence (Q15084 whole entry, looked up): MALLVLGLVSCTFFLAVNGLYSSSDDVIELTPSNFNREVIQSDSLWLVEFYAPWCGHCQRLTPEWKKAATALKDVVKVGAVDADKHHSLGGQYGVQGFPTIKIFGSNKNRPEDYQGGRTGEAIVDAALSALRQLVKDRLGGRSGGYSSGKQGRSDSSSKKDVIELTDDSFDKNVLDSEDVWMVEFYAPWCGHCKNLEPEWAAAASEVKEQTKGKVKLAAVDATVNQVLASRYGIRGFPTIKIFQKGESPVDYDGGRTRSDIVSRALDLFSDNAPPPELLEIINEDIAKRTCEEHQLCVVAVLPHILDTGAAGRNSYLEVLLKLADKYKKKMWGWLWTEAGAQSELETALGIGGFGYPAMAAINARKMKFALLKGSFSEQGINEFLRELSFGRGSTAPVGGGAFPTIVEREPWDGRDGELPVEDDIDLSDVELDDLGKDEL
esBAF inh – Bmi1 luciferase reporter increase in mESCs, primary screen, esBAF inhibitor project, mouse ES cells, Bmi1 luciferase knock-in, single point; 350,000 compounds, 2% hits; 24 h; 100% = twice the neutral-well signal; reporter increase, % at 12.5 µM; in the data active = activation above about 40%;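 note: 0% = median of the plate's neutral control wells and 100% = double that signal; a rise in the Bmi1 reporter signal indicates esBAF inhibition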
The depositor's hits bear a star; . = no result given; [ ] = another dose, or the depositor's remark.

Results follow in this order: miR122 inh, C2C12 statin, esBAF inh, SIRT5 block, ERp5 inh, Cneo AK release, ARNT-TACC3 inh
1: COc1ccc(N2CCN(C(=O)CSc3ncn[nH]3)CC2)cc1
    ., 32, 2, -10, 13, 0, 5
2: CC(C)C[C@H](NC(=O)C1CC(=O)N(c2ccc3c(c2)OCO3)C1)C(=O)NC1CCCC1 (stereo partly drawn)
    ., 6, -10, -5, -2, 6, 1
3: Cc1ccc(S(=O)(=O)Nc2ccnc3ccccc23)cc1
    16, 11, -9, ., ., -3, -4
4: CCCCCCCCNc1ncnc2[nH]ncc12
    -5, -3, -8, 2, -2, ., 10
5: CCCNC(=O)[C@H]1[C@H](CO)[C@H]2Cn3c(cccc3=O)[C@H]2N1CC1CC1
    -4[16.7 µM], 3, 0, 1, -3, -3, 1
6: C[C@@H]1CN([C@@H](C)CO)C(=O)c2cc(NS(C)(=O)=O)ccc2O[C@@H]1CN(C)C(=O)Nc1ccc(F)cc1
    -1[16.7 µM], 3, 0, 1, -5, 54, -6
7: CC(=O)c1ccc(N2CCN(S(=O)(=O)c3c(C(=O)N4CCCCC4)c(C)n(C)c3C)CC2)cc1
    -4, 7, -52, 2, 8, 4, 4
8: COc1cccc(/C=C/C(=O)NCC2CCCCC2)c1
    -1, -5, 23, -2, 3, 0, .
9: COc1ccccc1S(=O)(=O)N(C)C[C@@H]1Oc2cc(/C=C/c3ccccc3)ccc2S(=O)(=O)N([C@H](C)CO)C[C@H]1C
    -4[16.7 µM], ., 5, 0, -2, -2, -4
10: Cc1c(C(=O)N2CCOCC2)c(S(=O)(=O)Nc2ccc(OC(F)(F)F)cc2)c(C)n1C
    -2, 5, 3, -4, -13, 0, 2
11: S=C1SCN(CC2CC2)CN1CC1CC1
    ., ., ., 2, 0, ., -9
12: CCCN(C)C[C@H]1Oc2ncc(C#CC3CC3)cc2C(=O)N([C@@H](C)CO)C[C@H]1C
    -6[16.7 µM], 2, -1, ., ., ., .
13: Cc1ccc(-c2ccnc3c(Br)c(C)nn23)cc1
    5, -8, 1, -3, 4, 2, -2
14: COc1ccc(NC(=O)N(C)C[C@@H]2Oc3ccc(NC(=O)C4CC4)cc3C(=O)N([C@H](C)CO)C[C@H]2C)cc1
    3[16.7 µM], 15, 0, -3, -4, -2, -1
15: Cc1cccc(S(=O)(=O)N2CC[C@@H]3[C@H](CO)N(C)c4ccc(-c5cccc(C#N)c5)cc4[C@@H]32)c1
    -12[16.7 µM], 22, 8, 4, 0, 4, 7
16: CCC(C(=O)NCCC(C)C)N(Cc1ccccc1Cl)C(=O)c1snc(C(N)=O)c1N (stereo not drawn)
    -1, -17, 5, -7, 4, -2, -3
17: CC(=O)C[C@@H](O)CC(=O)[C@H]1OC(=O)[C@H](C)C/C=C\Cc2ccccc21
    -2, -11, 2, -2, 3, 1, -1
18: CCN(CC)S(=O)(=O)c1ccc(N2CCOCC2)c(NC(=O)c2cnccn2)c1
    9, 4, -1, ., ., 2, -4
19: COc1ccc([N+](=O)[O-])cc1NC(=O)CCN1CCN(CCO)CC1
    -3, 6, -4, 13, -1, -1, -6
20: O=C(NCc1cccs1)c1ccc(CS(=O)Cc2ccccc2Cl)o1 (stereo not drawn)
    ., 31, -5, -2, ., 0, -6
21: O=C(COC(=O)c1ccc(O)cc1)Nc1cccc(S(=O)(=O)NC2=NCCCCC2)c1
    -4, ., ., -2, -6, -2, 1
22: CCCSc1ncccc1C(=O)O
    7, -3, 5, -3, -3, 1, -1
23: Nc1ncc(-c2cc3ccccc3oc2=O)s1
    -3, 0, 47*, ., ., -1, -1
24: O=C(C[C@@H]1CC[C@H]2[C@@H](COC[C@@H](O)CN2C(=O)c2ccccc2)O1)NCc1ccc(-c2ccccc2)cc1
    -3[16.7 µM], 3, -1, 1, 2, 0, -2
25: O=C(O)C1CCN(c2ccccc2[N+](=O)[O-])CC1
    -2, -3, -8, 3, 2, 3, 1
26: O=S(=O)(NCc1ccco1)c1ccc(S(=O)(=O)N2CCCCC2)cc1
    90, 118*, -3, -4, 4, 1, -3
27: O=C(/C=C/c1ccc(S(=O)(=O)N2CCOCC2)cc1)OCC(=O)c1ccc([N+](=O)[O-])cc1
    -10, ., ., -6, 1, 0, -6
28: O=C(O)c1cc(NC(=O)C2CCCO2)cc(NC(=O)C2CCCO2)c1 (stereo not drawn)
    -5, 4, -1, -8, 4, ., 25
29: Cc1cc(NC(=O)c2cc(-c3ccccn3)nc3c(Cl)cccc23)no1
    ., -8, -7, -1, 4, -2, .
30: CCC1(O)C(=O)OCc2c1cc1n(c2=O)Cc2cc3cc(O)ccc3nc2-1 (stereo not drawn)
    -12, -37, -67, ., 5, 0, -9
31: COc1ccc(CNC(=O)C[C@H]2C=C[C@@H](NC(=O)CN(C)C)[C@@H](CO)O2)cc1
    ., 3, 0, 0, 1, -1, -8
32: C=CCOn1c(C)c(C(C)=O)c2c3no[n+]([O-])c3ccc21
    15, ., -12, ., ., 19, -2
33: O=C(CCSc1nnc(-c2ccncc2)o1)Nc1cccc(Cl)c1
    ., ., ., 0, -10, ., 4
34: CN(c1ccccc1C(=O)NCC1CCCO1)S(C)(=O)=O (stereo not drawn)
    4, -2, -4, ., ., 2, -3
35: CC(C)c1ccc(/C=C2\CC/C(=C\C=N\N(C)C)C2=O)cc1
    1, 8, 10, ., ., 2, 3
36: COc1cccc(NS(=O)(=O)c2ccc(S(=O)(=O)N3CCOCC3)cc2)c1
    -1, 34, 6, ., ., 1, 4
37: COc1ccc(-c2ccc3c(c2)O[C@@H](CN(C)C(=O)c2ccccc2F)[C@@H](C)CN([C@H](C)CO)S3(=O)=O)cc1
    5[16.7 µM], 49, -2, 5, 7, -4, -7
38: Cc1noc(C)c1C(=O)OCC(=O)N(C)C1(C#N)CCCCC1
    ., -5, 16, -5, 4, 0, 1
39: CC(C)C#Cc1ccc([C@H]2[C@H]3CN(C(=O)Nc4ccccc4)CCCCN3[C@H]2CO)cc1
    7[16.7 µM], ., ., 6, -4, 64, 2
40: Oc1ccc2ccccc2c1CNn1cnnc1
    7, 12, -6, ., 4, 0, -2
41: CCn1c(C)nc2cc(S(=O)(=O)N3CCCCC3)ccc21
    11, ., 5, ., ., ., -1
42: CN1N=C(c2ccc(F)c(F)c2)CSC1=NCc1ccccc1
    ., ., ., -5, -1, ., 4
43: O=C(c1ccncc1)N1C[C@H]2[C@@H](c3ccccc31)[C@@H](CO)N2Cc1ccccc1F
    7[16.7 µM], -13, 3, -5, -3, -3, 2
44: O=C(Cn1c(=O)sc2ccccc21)NCc1ccco1
    1, -11, 9, ., ., 2, -21
45: OC(CNCC#Cc1ccccc1)c1ccccc1 (stereo not drawn)
    -5, 18, -5, -5, 4, -3, -3
46: CCCn1ncc(/C=N/O)c1C
    -3, ., ., -4, -1, 0, .
47: OC(c1ccc(F)c(F)c1)c1nc(-c2csc3ccccc23)cs1 (stereo not drawn)
    2, -18, 0, 4, -7, -4, .
48: O=C(NCc1ccco1)C(c1ccccc1)N(Cc1ccccc1)C(=O)Cn1nnc2ccccc21 (stereo not drawn)
    5, 8, 4, ., ., -1, -6
49: CCc1sc(N(C(=O)Cc2ccccc2)c2cccc(F)c2)nc1-c1ccc(C)cc1
    -1, -5, 3, ., ., 0, 15
50: CCc1[nH]nc(C(=O)N2CCCC(CNS(=O)(=O)c3cccs3)C2)c1C (stereo not drawn)
    ., ., ., -6, 1, ., 5
51: COC(=O)c1ccc2cc(C)cc(C)c2n1
    5, -8, 2, -3, -1, 1, .
52: Cc1ccc(C(=O)NNC(=S)Nc2cccc(Cl)c2Cl)cc1[N+](=O)[O-]
    -1, 16, 2, -2, -3, 1, 6
53: COc1cc(NC(=O)c2ccc(F)cc2)c(OC)cc1Cl
    3, ., ., ., ., -1, -3
54: COc1cc(C(C)=O)ccc1OCC(=O)NC(=O)Nc1ccc(C)cc1C
    ., 3, 0, 1, -1, 1, -6
55: COc1cccc(-c2cnc(C(O)c3cccc(OC)c3)[nH]2)c1 (stereo not drawn)
    13, 4, 6, ., 6, -1, .
56: C[C@H](CO)N1C[C@H](C)[C@H](CN(C)Cc2ccc(C(F)(F)F)cc2)Oc2ccc(NC(=O)Nc3ccc4c(c3)OCO4)cc2CC1=O
    6[16.7 µM], 21, -3, 1, -9, -2, -9
57: C[C@@H]1CN([C@H](C)CO)C(=O)c2cc(NC(=O)c3ccccc3)ccc2O[C@@H](C)CCCCO[C@H]1CN(C)C(=O)Nc1ccc(F)cc1
    -8[16.7 µM], ., 3, 13, -1, -1, -7
58: COCC#Cc1cnc2c(c1)C(=O)N([C@@H](C)CO)C[C@@H](C)[C@@H](CN(C)C(=O)Cc1ccccc1)O2
    -4[16.7 µM], 15, -2, -2, 0, 7, -7
59: O=C(COc1ccc(Cl)cc1)N1CCCCCCC1
    -1, 2, 1, 2, 0, -1, -34
60: COc1ccc(OC)c(-c2csc(NC(=O)C3c4ccccc4Oc4ccccc43)n2)c1
    -2, ., ., ., ., -1, 13
61: CC(C)Oc1ccc(CN2CCC2(C)C(=O)NCc2cccc3ccccc23)cc1 (stereo not drawn)
    0, 13, 6, -4, 14, -1, .
62: O=C(COc1ccccc1[N+](=O)[O-])Nc1ccccc1N1CCCC1
    ., ., ., -6, 5, ., 11

A second format for some results above.
No. | SMILES | miR122 inh | C2C12 statin | esBAF inh | SIRT5 block | ERp5 inh | Cneo AK release | ARNT-TACC3 inh
46 | CCCn1ncc(/C=N/O)c1C | -3 | . | . | -4 | -1 | 0 | .
47 | OC(c1ccc(F)c(F)c1)c1nc(-c2csc3ccccc23)cs1 (stereo not drawn) | 2 | -18 | 0 | 4 | -7 | -4 | .
48 | O=C(NCc1ccco1)C(c1ccccc1)N(Cc1ccccc1)C(=O)Cn1nnc2ccccc21 (stereo not drawn) | 5 | 8 | 4 | . | . | -1 | -6
49 | CCc1sc(N(C(=O)Cc2ccccc2)c2cccc(F)c2)nc1-c1ccc(C)cc1 | -1 | -5 | 3 | . | . | 0 | 15
50 | CCc1[nH]nc(C(=O)N2CCCC(CNS(=O)(=O)c3cccs3)C2)c1C (stereo not drawn) | . | . | . | -6 | 1 | . | 5
51 | COC(=O)c1ccc2cc(C)cc(C)c2n1 | 5 | -8 | 2 | -3 | -1 | 1 | .
52 | Cc1ccc(C(=O)NNC(=S)Nc2cccc(Cl)c2Cl)cc1[N+](=O)[O-] | -1 | 16 | 2 | -2 | -3 | 1 | 6
53 | COc1cc(NC(=O)c2ccc(F)cc2)c(OC)cc1Cl | 3 | . | . | . | . | -1 | -3
54 | COc1cc(C(C)=O)ccc1OCC(=O)NC(=O)Nc1ccc(C)cc1C | . | 3 | 0 | 1 | -1 | 1 | -6
55 | COc1cccc(-c2cnc(C(O)c3cccc(OC)c3)[nH]2)c1 (stereo not drawn) | 13 | 4 | 6 | . | 6 | -1 | .
56 | C[C@H](CO)N1C[C@H](C)[C@H](CN(C)Cc2ccc(C(F)(F)F)cc2)Oc2ccc(NC(=O)Nc3ccc4c(c3)OCO4)cc2CC1=O | 6[16.7 µM] | 21 | -3 | 1 | -9 | -2 | -9
57 | C[C@@H]1CN([C@H](C)CO)C(=O)c2cc(NC(=O)c3ccccc3)ccc2O[C@@H](C)CCCCO[C@H]1CN(C)C(=O)Nc1ccc(F)cc1 | -8[16.7 µM] | . | 3 | 13 | -1 | -1 | -7
58 | COCC#Cc1cnc2c(c1)C(=O)N([C@@H](C)CO)C[C@@H](C)[C@@H](CN(C)C(=O)Cc1ccccc1)O2 | -4[16.7 µM] | 15 | -2 | -2 | 0 | 7 | -7
